Source: PubChem (several laboratories)
LYP phosphatase – inhibitors of LYP phosphatase, biochemical, fluorescence intensity, uHTS (AID 1779). recombinant LYP phosphatase, fluorescence intensity; higher % means a stronger effect. inhibition, % at 11.5 µM; hits with a dose series show IC50 in µM. 290,000 tested, 0.054% active;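 further: plate controls were vehicle with enzyme for no effect and no enzyme for full effect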
XIAP antagonists – XIAP antagonists, biochemical, IAP family, fluorescence polarization (AID 1018) | one-dose displacement, % at 20 µM; IC50 in µM for titrated hits | XIAP BIR domain, fluorescence polarization peptide displacement; higher % means a stronger effect | 200,000 tested, 0.007% active; in the data active means displacement above about 50%; further: a part of the inactive calls stands beside numbers as strong as those of hits
AID2073 – disruptors of CaV2.2 binding to Mint1 – biochemical, HTRF (AID 2073); 290,000 tested, 0.19% active; HTRF protein-protein interaction, Mint1-CaV2.2; higher % means a stronger effect; inhibition, % at 20 µM; hits with a dose series show IC50 in µM; in the data active means inhibition mostly above about 51%, no sharp cut-off; further: some results filed as inactive read as strong as hits
Siah-1 displacement – blockers of Siah-1 interaction with plectin peptide – biochemical, fluorescence polarization, rhodamine-plectin, uHTS, primary screen (AID 1817) | Siah-1 / rhodamine-plectin peptide fluorescence polarization; higher % means a stronger effect | displacement, % at 20 µM, or IC50 in µM where a hit was titrated | 290,000 tested, 0.02% active;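 active means displacement of at least 50% at 20 µM, with a fluorescence ratio check between 0.3 and a set limit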;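 further: plate controls were Siah plus tracer with DMSO for no effect and tracer alone without Siah for full effect; strong numbers were not always called active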
M1AAP inhibition – P. falciparum M1AAP inhibitors, biochemical, fluorogenic H-Leu-NHMec substrate, 1536-well (AID 1445); recombinant M1AAP, H-Leu-NHMec fluorogenic kinetic assay; higher % means a stronger effect; one-dose inhibition, % at 30 µM; IC50 in µM for titrated hits; 220,000 tested, 0.42% active;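 active means primary inhibition above the hit cutoff, then over 50% inhibition at one or more dose response concentrations, cut at about 23% in these data, passing the limit was not always enough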;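 further: plate controls were DMSO full reaction for no effect and no enzyme background for full effect; strong numbers were not always called active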
HEK293 NOD2/NF-kB – inhibition of NOD2-driven NF-kB reporter – cell-based, luminescence, uHTS, HEK293 (AID 1566); HEK293 NOD2/NF-kB luciferase reporter, luminescence; higher % means a stronger effect; one-dose inhibition, % at 4 µM; EC50 in µM for titrated hits; 290,000 tested, 0.63% active; further: many of its hits are not listed in these tables
Hep lipid drop – modulators of hepatic lipid droplet formation. AML12 mouse hepatocytes, oleate lipid droplets, BODIPY imaging. inhibition, % at 6.5 µM. 240,000 tested, 0.4% active;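 active means lipid droplet intensity inhibited by at least 50%, with more than 500 cells counted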
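Test system: AML12 hepatocytes (mouse); reagent: oleate loading, 100 µM; dosing: one dose, 6.5 µM compound; incubation: overnight exposure; signal: fluorescence imaging, 20x objective, two fields per well; read-out basis: % inhibition of corrected integrated BODIPY droplet signal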
ER stress rescue – protection against thapsigargin-triggered cell killing – 384-well, CSM14.1, ATP luminescence, primary screen (AID 1222); 190,000 tested, under 10 active; CSM14.1 thapsigargin-induced death rescue, ATP luminescence; higher % means a stronger effect; one-dose cellular ATP content (survival), % at 20 µM; EC50 in µM for titrated hits;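 active means EC50 below 50 µM in the dose-response confirmation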;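 further: death triggered by thapsigargin at about 15 µM added after 2 h compound pretreatment; cell ATP read after overnight thapsigargin exposure of roughly 18 to 22 hours; normalized against plate controls of thapsigargin alone and 5% DMSO vehicle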
P. falciparum M17LAP – P. falciparum M17LAP inhibitors, primary screen, biochemical, fluorogenic H-Leu-NHMec substrate, 1536-well (AID 1619); recombinant M17LAP, H-Leu-NHMec fluorogenic kinetic assay; higher % means a stronger effect; inhibition, % at 30 µM; hits with a dose series show IC50 in µM; 220,000 tested, 0.38% active;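 active means compound inhibiting the enzyme by more than half at any dose during confirmatory dose-response retesting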;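 further: plate controls were full reaction with DMSO carrier for no effect and no enzyme background for full effect; strong numbers were not always called active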
Hep lipid drop cells 6.5 µM – second read-out of Hep lipid drop, no call of its own (marks repeat the call); cell count; measured here: cell count, cytotoxicity flag;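 cells counted across two imaged fields per well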
* = called active by the depositor; . = no result given. Unless noted, no stated cut-off is given here; in the data, active means inhibition above about 50%; inactive means the rest. These rows are one share of the data (hit frequency here may not be typical).

Short keys – A = LYP phosphatase; B = XIAP antagonists; C = AID2073; D = Siah-1 displacement; E = M1AAP inhibition; F = HEK293 NOD2/NF-kB; G = Hep lipid drop; H = Hep lipid drop cells 6.5 µM; I = ER stress rescue; J = P. falciparum M17LAP
mol: O=C1CN(C(=O)c2ccccc2C(=O)O)c2ccccc2N1
  A: -10%; B: .; C: 1%; D: 7%; E: .; F: 13%; G: 6; H: 831; I: .; J: .
mol: Cn1cccc1CC(=O)NNC(=O)Nc1cccc(Cl)c1
  A: -1%; B: 0.2%; C: 25%; D: 3%; E: 5%; F: 0%; G: -26; H: 643; I: 5.0%; J: 13%
mol: O=C(COC(=O)c1cc(Br)ccc1Cl)NC1CC1
  A: -6%; B: -4.4%; C: 1%; D: 10%; E: -1%; F: 16%; G: 2; H: 571; I: -3.4%; J: -4%
mol: O=C(NCCCNC(=O)c1ccccc1Br)c1ccccc1Br
  A: -3%; B: .; C: 7%; D: 0%; E: .; F: -7%; G: -14; H: 804; I: .; J: .
mol: Cc1nc(NC(=O)c2cccc(-c3cc4ccccc4oc3=O)c2)ccc1Br
  A: -6%; B: 2.2%; C: 24%; D: 9%; E: 7%; F: -1%; G: -6; H: 610; I: -0.5%; J: -3%
mol: N#Cc1c(Nc2ccccc2)c(/C=N/N=C/c2ccccc2)c[nH]c1=O
  A: 6%; B: -4.6%; C: -1%; D: 2%; E: 1%; F: 20%; G: -2; H: 632; I: 1.5%; J: 7%
mol: COc1ccc(CNC(=O)C(=O)c2cn(CC(=O)N3CCOCC3)c3ccccc23)cc1
  A: -3%; B: .; C: 3%; D: 9%; E: .; F: -3%; G: -7; H: 692; I: .; J: .
mol: Cc1ccc(N2C(=O)C3N=NN(CC(=O)N4N=C(c5ccccc5)CC4c4ccccc4)C3C2=O)cc1 (stereo unspecified)
  A: -1%; B: -9.2%; C: 31%; D: -7%; E: 5%; F: 6%; G: -11; H: 637; I: -0.7%; J: 1%
mol: Cn1cnnc1SCCOc1ccc(Cl)cc1
  A: -1%; B: -1.0%; C: -5%; D: 8%; E: 4%; F: 3%; G: 4; H: 744; I: 0.5%; J: 5%
mol: O=C(NCc1ccc2c(c1)OCO2)C1CCCN(C(=O)c2ccc(Cl)cc2)C1 (stereo unspecified)
  A: -5%; B: 1.3%; C: -1%; D: -5%; E: 5%; F: -11%; G: -18; H: 718; I: -0.6%; J: 17%
mol: Cc1ccc(C(=O)N2C(=O)C(c3ccccc3)Oc3ccccc32)cc1 (stereo unspecified)
  A: 1%; B: .; C: -1%; D: 6%; E: 3%; F: 8%; G: -1; H: 768; I: .; J: 1%
mol: O=C(NCc1ccccc1)C(c1ccccc1)N(C(=O)c1csnn1)c1ccccc1 (stereo unspecified)
  A: -5%; B: .; C: 6%; D: 0%; E: .; F: 10%; G: -12; H: 836; I: .; J: .
mol: COC(=O)c1cc(C(=O)OC)cc(-n2c(C)cc(C(=O)COC(=O)CNS(=O)(=O)c3ccc(C)cc3)c2C)c1
  A: -1%; B: -7.8%; C: 12%; D: 0%; E: 2%; F: 13%; G: -8; H: 587; I: 3.6%; J: 8%
mol: Cn1nccc1NC(=O)Nc1cccc([N+](=O)[O-])c1
  A: -4%; B: .; C: 34%; D: 0%; E: -4%; F: 15%; G: -11; H: 678; I: .; J: 11%
mol: CC(=O)[C@H]1[C@@H]2C(=O)N(c3cccc(Cl)c3)C(=O)[C@@H]2[C@H]2c3ccccc3C=CN21
  A: -6%; B: -3.2%; C: 7%; D: -1%; E: 19%; F: -12%; G: .; H: .; I: -2.4%; J: 8%

As entered above:
For AID2073, O=C(NCc1ccc2c(c1)OCO2)C1CCCN(C(=O)c2ccc(Cl)cc2)C1 (stereo unspecified) shows -1%
For LYP phosphatase, Cn1nccc1NC(=O)Nc1cccc([N+](=O)[O-])c1 shows -4%
For M1AAP inhibition, Cc1ccc(C(=O)N2C(=O)C(c3ccccc3)Oc3ccccc32)cc1 (stereo unspecified) shows 3%
For Hep lipid drop cells 6.5 µM, O=C(NCCCNC(=O)c1ccccc1Br)c1ccccc1Br shows 804

(next part)
Short keys – A = LYP phosphatase; B = XIAP antagonists; C = AID2073; D = Siah-1 displacement; E = M1AAP inhibition; F = HEK293 NOD2/NF-kB; G = Hep lipid drop; H = Hep lipid drop cells 6.5 µM; I = ER stress rescue; J = P. falciparum M17LAP
mol: c1ccc(-c2noc(-c3ccc4c(c3)OCO4)n2)cc1
  A: -4%; B: -8.4%; C: 21%; D: 0%; E: 15%; F: -252%; G: 24; H: 706; I: -2.0%; J: -14%
mol: CC(C)C(=O)Nc1nnc(Cc2ccccc2)s1
  A: -2%; B: -3.9%; C: 2%; D: -4%; E: 4%; F: -2%; G: .; H: .; I: 1.7%; J: 5%
mol: CC(=O)N1c2ccccc2C(=O)OC1c1cccnc1 (stereo unspecified)
  A: -7%; B: -2.6%; C: 6%; D: 3%; E: 6%; F: -16%; G: .; H: .; I: -0.4%; J: 1%
mol: Cc1ccc(N(C(C)C(=O)N2CCCCC2)S(C)(=O)=O)cc1C (stereo unspecified)
  A: 2%; B: -3.7%; C: 4%; D: 4%; E: 21%; F: -18%; G: 7; H: 791; I: -4.8%; J: 1%
mol: Cc1ccc(CNC(=O)CN(C(=O)C2(C)CC(=O)N=C3C=CC=CN32)c2ccccc2)cc1 (stereo unspecified)
  A: -14%; B: .; C: 12%; D: 13%; E: .; F: -7%; G: 12; H: 837; I: .; J: .
mol: CCCCCC(=O)NC(CC(=O)OC)c1ccc2c(c1)OCO2 (stereo unspecified)
  A: -3%; B: 1.4%; C: -8%; D: -4%; E: -2%; F: -4%; G: .; H: .; I: -0.7%; J: 2%
mol: Cc1nn(C)c(C)c1CN(C)C(=O)c1cnn2c1NC(c1ccccc1)CC2C(F)(F)F (stereo unspecified)
  A: -2%; B: -8.1%; C: 0%; D: 0%; E: 0%; F: -1%; G: .; H: .; I: -0.4%; J: 7%
mol: O=C(N/C(=C\c1ccccc1)C(=O)N1CCCCCC1)c1ccccc1
  A: -3%; B: -5.2%; C: 4%; D: 5%; E: 8%; F: 20%; G: 0; H: 695; I: -1.4%; J: 16%
mol: CCNc1nc2c(c(=O)[nH]c(=O)n2C)n1CC(C)C
  A: -2%; B: -5.6%; C: 4%; D: 5%; E: -1%; F: -4%; G: -4; H: 608; I: -1.0%; J: 10%
mol: Cc1cccn2c(=O)c3cc(C(=O)NCc4ccco4)c(=N)n(C4CCCCC4)c3nc12
  A: -12%; B: .; C: 22%; D: -5%; E: .; F: -6%; G: 0; H: 777; I: .; J: .
mol: Cc1ccnc(NC(=O)CCC(=O)N(CC(=O)NCc2ccc(F)cc2)c2cccc(F)c2)c1
  A: -4%; B: .; C: 7%; D: 1%; E: .; F: 4%; G: 22; H: 799; I: .; J: .
mol: COc1ccc(N2CCN(C(=O)c3cc4ccccc4o3)CC2)cc1
  A: -3%; B: .; C: 6%; D: 0%; E: .; F: 1%; G: 1; H: 814; I: .; J: .

Entries of single compounds from above. Values in the order: LYP phosphatase, XIAP antagonists, AID2073, Siah-1 displacement, M1AAP inhibition, HEK293 NOD2/NF-kB, Hep lipid drop, Hep lipid drop cells 6.5 µM, ER stress rescue, P. falciparum M17LAP
CC(C)C(=O)Nc1nnc(Cc2ccccc2)s1 in the list: -2%, -3.9%, 2%, -4%, 4%, -2%, ., ., 1.7%, 5%
CCNc1nc2c(c(=O)[nH]c(=O)n2C)n1CC(C)C in the list: -2%, -5.6%, 4%, 5%, -1%, -4%, -4, 608, -1.0%, 10%
Cc1ccc(N(C(C)C(=O)N2CCCCC2)S(C)(=O)=O)cc1C (stereo unspecified) in the list: 2%, -3.7%, 4%, 4%, 21%, -18%, 7, 791, -4.8%, 1%
c1ccc(-c2noc(-c3ccc4c(c3)OCO4)n2)cc1 in the list: -4%, -8.4%, 21%, 0%, 15%, -252%, 24, 706, -2.0%, -14%

Arranged by value in Siah-1 displacement (smallest number first): some entries from above
Molecule	LYP phosphatase	XIAP antagonists	AID2073	Siah-1 displacement	M1AAP inhibition	HEK293 NOD2/NF-kB	P. falciparum M17LAP
Cc1ccc(N2C(=O)C3N=NN(CC(=O)N4N=C(c5ccccc5)CC4c4ccccc4)C3C2=O)cc1 (stereo unspecified)	-1%	-9.2%	31%	-7%	5%	6%	1%
Cn1cnnc1SCCOc1ccc(Cl)cc1	-1%	-1.0%	-5%	8%	4%	3%	5%
Cc1nc(NC(=O)c2cccc(-c3cc4ccccc4oc3=O)c2)ccc1Br	-6%	2.2%	24%	9%	7%	-1%	-3%
